Rab9 promoter act: qHTS Assay for Rab9 Promoter Activators; Huh7 Rab9 promoter-luciferase reporter, luminescence, 24 h; Potency, µM (titrated, usually from 9.22 µM), without a hit: top-dose activation, negative = inhibition, most hits filed as activators; actives 2.8% (n = 320,000); note: potency is the fitted concentration of half-maximal effect; % of control where 0% means no effect; nearly all actives have a fitted effect of over 60% in size
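Luciferase signal after 10 min detection reagent at ambient indicates Rab9 promoter upregulation; stably transfected Huh7 cells were treated 24 h with compound in DMSO at 37 °C, 5% CO2.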
ELG1 DNA repair: qHTS screen for small molecules that inhibit ELG1-dependent DNA repair in human embryonic kidney (HEK293T) cells expressing luciferase-tagged ELG1; HEK293T ELG1-luciferase reporter, luminescence, 16 h; DNA damage induced by 5-fluorouridine; Potency, µM (top dose mostly 46.1 µM), without a hit: at the top dose activity change, negative = inhibition, usual class: inhibitors; actives 2.3% (n = 330,000); AID 504467, 2011; note: potency is the fitted concentration of half-maximal effect; % is set by controls: 0 for no effect and ±100 for the full control effect; nearly all actives have a fitted effect of over 55% in size
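Overnight (16 hr) co-exposure of 2,000 cells/well to 5-fluorouridine and compound at 37 °C preceded detection. Luciferase was quantified via ONE-Glo luminescence; loss of signal denotes inhibition.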
MBNL1-CUG inh: qHTS Assay for Inhibitors of MBNL1-poly(CUG) RNA binding; Muscleblind-like protein 1 (Homo sapiens), Q9NR56; TR-FRET MBNL1-His/biotin-(CUG)12 binding, 665/545 ratio; Potency, µM (top dose mostly 57.5 µM), for inactives: top-dose activity change, negative = inhibition, hits mostly inhibitors; actives 0.036% (n = 280,000); AID 2675, 2010; active = well fitted inhibition curve with a large enough effect in the signal ratio, with a control signal flat, not every such curve was filed as active; inconclusive = small, poorly fitted or top-dose-only effect, or effect the other way, or a change in a side signal; inactive = no such curve, though single readings can be large or run the other way; the % refers to the signal ratio; note: potency is the fitted concentration of half-maximal effect; % is set by controls: 0 for no effect and ±100 for the full control effect
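Inhibition of protein-RNA binding appears as loss of TR-FRET between terbium anti-His antibody on MBNL1-His and streptavidin-XL665 on biotin-(CUG)12. Activity is normalized to buffer-only and uninhibited-complex controls.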
Menin-MLL TR inh: qHTS Assay for Inhibitors Targeting the Menin-MLL Interaction in MLL Related Leukemias: Competition With Texas Red Labeled MLL-derived Mutant Peptide; Menin + Texas Red MLL mutant peptide, fluorescence polarization; Potency, µM (series often up to 61.6 µM), for the others: at the top dose FP activity change, negative = inhibition, actives largely listed as inhibitors; O00255; actives 0.23% (n = 270,000); AID 1768, 2009; active = well fitted inhibition curve with a large enough effect in the polarisation, with a control signal flat, not every such curve was filed as active; inconclusive = small, poorly fitted or top-dose-only effect, or effect the other way, or a change in a side signal; inactive = no such curve, though single readings can be large or run the other way; the % refers to the polarisation; note: potency is the fitted concentration of half-maximal effect; % of control where 0% means no effect; many of its hits are not listed in these tables
Target sequence (O00255 whole entry, looked up): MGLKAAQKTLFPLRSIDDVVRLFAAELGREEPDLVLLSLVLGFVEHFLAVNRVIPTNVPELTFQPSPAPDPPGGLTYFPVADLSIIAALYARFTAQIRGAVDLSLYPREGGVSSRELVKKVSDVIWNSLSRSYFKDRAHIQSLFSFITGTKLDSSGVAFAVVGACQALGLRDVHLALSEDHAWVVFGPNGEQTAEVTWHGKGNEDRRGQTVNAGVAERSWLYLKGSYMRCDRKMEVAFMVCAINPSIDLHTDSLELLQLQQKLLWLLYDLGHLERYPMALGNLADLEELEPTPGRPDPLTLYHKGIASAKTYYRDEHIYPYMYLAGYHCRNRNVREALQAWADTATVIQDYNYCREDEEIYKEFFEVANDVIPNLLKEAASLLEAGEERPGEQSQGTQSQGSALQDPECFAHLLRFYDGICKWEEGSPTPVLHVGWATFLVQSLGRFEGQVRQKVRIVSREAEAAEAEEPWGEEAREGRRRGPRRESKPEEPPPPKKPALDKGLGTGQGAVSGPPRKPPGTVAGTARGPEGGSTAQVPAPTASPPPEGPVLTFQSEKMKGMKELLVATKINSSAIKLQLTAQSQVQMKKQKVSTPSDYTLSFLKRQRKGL
FLuc modulator: qHTS profiling assay for firefly luciferase inhibitor/activator using purifed enzyme and Km concentrations of substrates (counterscreen for miR-21 project); Potency, µM (top dose mostly 57.5 µM), inactives show top-dose activity change, negative = inhibition, hits mostly inhibitors; Luciferin 4-monooxygenase (Photinus pyralis), P08659; AID 588342, 2011; purified FLuc, Km substrates, luminescence inhibition; actives 6.9% (n = 360,000);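 note: potency is the fitted concentration of half-maximal effect; plate controls were vehicle for no effect and reference inhibitor for full effect; nearly all actives have a fitted effect of over 55% in size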
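Purified P. pyralis luciferase, 10 nM final, with Km-level 10 uM D-luciferin and 10 uM ATP in 50 mM Tris acetate pH 7.5, 10 mM Mg acetate, 0.01% Tween-20, 0.05% BSA; 6-point qHTS titration about 60 µM downward; luminescence read.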
VP16 counter: VP16 counterscreen qHTS for inhibitors of ROR gamma transcriptional activity. Drosophila S2 Gal4-VP16 UAS-luciferase, luminescence, 20 h. Potency, µM (series often up to 53.6 µM), inactives show at the top dose activity, negative = inhibition, actives largely listed as inhibitors. actives 3.5% (n = 310,000);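 note: Gal4-VP16 expression switched on by copper sulfate through the metallothionein promoter; potency is the fitted concentration of half-maximal effect; % is set by controls: 0 for no effect and ±100 for the full control effect; nearly all actives have a fitted effect of over 50% in size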
RORgamma inh: qHTS for inhibitors of ROR gamma transcriptional activity. actives 5.4% (n = 310,000). Potency, µM (top dose mostly 53.6 µM), for inactives: top-dose activity change, negative = inhibition, actives largely listed as inhibitors. Drosophila S2 Gal4-RORgamma UAS-luciferase reporter, 20 h. Nuclear receptor ROR-gamma (Mus musculus), P51450; note: potency is the fitted concentration of half-maximal effect; % is set by controls: 0 for no effect and ±100 for the full control effect; nearly all actives have a fitted effect of over 60% in size
Target sequence (P51450 whole entry, looked up, the tested form may be a part): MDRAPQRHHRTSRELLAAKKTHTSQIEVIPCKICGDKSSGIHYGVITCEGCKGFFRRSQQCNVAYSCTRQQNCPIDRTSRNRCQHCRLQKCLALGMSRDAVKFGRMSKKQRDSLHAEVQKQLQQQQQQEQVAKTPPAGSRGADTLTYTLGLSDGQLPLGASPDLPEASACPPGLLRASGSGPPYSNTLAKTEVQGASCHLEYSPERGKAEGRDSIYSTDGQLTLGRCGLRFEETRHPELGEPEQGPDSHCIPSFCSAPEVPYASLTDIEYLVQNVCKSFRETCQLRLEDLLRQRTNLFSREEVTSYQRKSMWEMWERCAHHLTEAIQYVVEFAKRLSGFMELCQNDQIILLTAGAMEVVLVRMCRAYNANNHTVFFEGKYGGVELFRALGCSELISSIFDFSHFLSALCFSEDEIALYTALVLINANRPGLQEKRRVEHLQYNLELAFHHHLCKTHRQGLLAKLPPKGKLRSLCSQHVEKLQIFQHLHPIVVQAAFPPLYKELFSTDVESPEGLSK
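Drosophila Schneider cells stably carrying a metallothionein-driven Gal4 DBD–ROR gamma fusion and a UAS-Photinus luciferase reporter were exposed to compound for 1 hr, then induced with copper sulfate (700 uM final) for 20 hr at ambient temperature before luminescence reading.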
PKM2 act: qHTS Assay for Activators of Human Muscle isoform 2 Pyruvate Kinase; Pyruvate kinase PKM (Homo sapiens), P14618; purified PKM2, Kinase-Glo ATP luminescence, activation; response scale: 0% is enzyme alone, no compound; Potency, µM (doses to about 57.5 µM), inactives show top-dose activation, most hits filed as activators; actives 0.34% (n = 260,000); note: potency is the fitted concentration of half-maximal effect; % is set by controls: 0 for no effect and ±100 for the full control effect; nearly all actives have a fitted effect of over 55% in size
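hPK-M2, >95% pure; 0.1 mM ADP / 0.5 mM PEP final; imidazole pH7.2 buffer w/ 7 mM MgCl2, 50 mM KCl; 1 h RT; Kinase-Glo lum. Intermediate enzyme activity for dual inhibitor/activator qHTS.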
Mito fusion yeast: qHTS Assay for Small Molecule Inhibitors of Mitochondrial Division or Activators of Mitochondrial Fusion; AID 485298, 2010; Potency, µM (series often up to 46.1 µM), inactives show at the top dose growth rescue (activation), most hits filed as activators; actives 0.23% (n = 320,000); S. cerevisiae fusion-defective mutant growth rescue, CellTiterGlo 48 h;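 note: potency is the fitted concentration of half-maximal effect; % of control where 0% means no effect; nearly all actives have a fitted effect of over 45% in size; temperature-sensitive fusion mutants such as fzo1-1 at 37 °C on non-fermentable ethanol glycerol medium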
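Luminescent cell viability in 1536-well qHTS format served as the measure of rescued growth in ts fusion-mutant S. cerevisiae cultured on non-fermentable YPEG for 48 hours at 37C.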
NPC1 promoter act: qHTS Assay for NPC1 Promoter Activators; Huh7 NPC1 promoter luciferase reporter, 24 h; Potency, µM (top dose mostly 9.22 µM), for the others: top-dose activation, usual class: activators; actives 2.4% (n = 320,000); AID 485313, 2010;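 note: potency is the fitted concentration of half-maximal effect; % of control where 0% means no effect; nearly all actives have a fitted effect of over 60% in size; reporter is driven by a mutant NPC1 promoter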
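Luminescence from an NPC1 promoter-driven luciferase reporter in stably transfected Huh7 cells was measured after 24 h compound treatment at 37 °C, followed by 10 min ambient incubation with luciferase detection reagent.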
KCNH2 3.1 inh: qHTS for Inhibitors of KCHN2 3.1: Mutant qHTS | Potassium voltage-gated channel subfamily H member 2, brain isoform KCNH2 3.1 (human) | U2OS KCNH2 3.1, thallium flux FluxOr; active compounds read low | activity change, % (tested at about 1.8 µM) | actives 0.95% (n = 340,000);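 active = maximum activity change below -70%; inconclusive = maximum activity change from -70% to -50%; inactive = maximum activity change above -50%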;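 note: thallium influx rate constant from kinetic fluorescence after stimulation buffer; % is set by controls: 0 for no effect and ±100 for the full control effect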
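Normalized rate constant (relative to positive and negative DMSO controls) derived from a 2 min kinetic fluorescence read after stimulation; U2OS cells expressing the 3.1 isoform via virus at 1.77 x 10^8 /mL.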
Numbers without * were called inactive; ? = inconclusive; nt = not tested or not shown; [ ] = remark or other dose. Unless noted, calls come from the whole dose curve; as a rule, active = well fitted curve in the direction sought with a large enough effect; inconclusive = small, poorly fitted or top-dose-only effect, or another doubt; inactive = no such curve, though single readings can be large; an effect the other way counts as inactive or inconclusive. A portion of the library, so the mix of outcomes need not match the whole.

SMILES	Rab9 promoter act	ELG1 DNA repair	MBNL1-CUG inh	Menin-MLL TR inh	FLuc modulator	VP16 counter	RORgamma inh	PKM2 act	Mito fusion yeast	NPC1 promoter act	KCNH2 3.1 inh
CCC1=NN2C(=N)/C(=C\c3cccn3-c3ccc(Cl)cc3)C(=O)N=C2S1	-0.9%	?	3.5%	11.9%	?	-6.7%	?	6.0%	7.5%	0.0%	-9.3
COc1ccc2c(c1)nc(SCC(=O)C(C)(C)C)n2C	14.3%	?	-6.9%	0.4%	-9.0%	5.0%	-45.0%	-3.4%	-4.4%	1.5%	3.6
Cc1cccc(NC(=O)CSc2nc3nc(C)cc(C)c3c(=O)[nH]2)c1	-4.1%	-5.0%	-5.9%	5.0%	0.1%	4.8%	-4.2%	-1.4%	2.2%	1.0%	4.7
O=C1/C(=C/c2cccc([N+](=O)[O-])c2)CSc2ccc(Cl)cc21	-2.6%	-1.3%	3.4%	nt	-13.4%	5.7%	25.4%	0.3%	2.5%	-1.0%	-16.5
O=C(OCc1csc(-c2ccccc2)n1)c1ccccc1O	3.98µM*	?	-0.5%	-7.9%	6.01µM*	-2.1%	40.9%	-0.6%	-1.9%	27.3%	-16.7
Fc1ccccc1COc1ccc2ccccc2c1CNc1nn[nH]n1	-6.8%	?	19.1%	?	-16.5%	-9.4%	-33.8%	-1.8%	9.5%	-8.6%	nt
COc1ccc(CCN(C)C(=O)c2ccc(S(=O)(=O)Nc3ccccc3C)cc2)cc1OC	19.1%	-13.2%	-9.5%	nt	-0.3%	5.8%	-6.4%	92.4%	-0.6%	-2.1%	9.4
COc1ccc(CNC(=O)CSc2cccc3cccnc23)cc1	2.6%	9.5%	94.2%[activator]	nt	-15.1%	-14.1%	21.4%	-4.5%	-1.2%	1.6%	-6.6
COC(=O)Cc1cc(=O)oc2c(C)c(O)ccc12	-1.7%	7.0%	?	0.2%	0.0%	-5.4%	-6.3%	-3.2%	-5.4%	-4.0%	-12.8
O=C(CN1CCN(C2CCCCC2)CC1)Nc1cccc2ccccc12	-3.3%	-6.4%	-0.8%	-23.1%	6.5%	2.1%	-0.1%	0.8%	6.0%	-4.2%	9.5
COc1ccc(-c2cc(C(=O)NC(Cc3c[nH]c4ccccc34)C(=O)O)c(C)o2)cc1OC (stereo not given)	24.0%	?	-3.8%	17.9%	?	17.0%	-0.3%	-1.7%	-6.7%	20.1%	12.6
CSc1nc2nc3c(cc2c(=O)n1-c1ccccc1C)CCCC3	-4.9%	?	-11.5%	nt	-4.8%	5.01µM*	-15.3%	2.8%	5.9%	-2.0%	-5.8
Cc1nn(C)c(C)c1S(=O)(=O)Nc1ccc2c(c1)OCO2	0.6%	?	1.2%	-1.5%	?	0.0%	10.1%	26.4%	-0.6%	3.2%	4.8
O=C(O)/C(=C\c1ccc(Br)cc1)c1ccc(S(=O)(=O)N2CCCCC2)s1	-3.1%	5.6%	11.9%	8.4%	6.5%	-6.1%	2.4%	1.1%	-2.5%	0.2%	3.0
COc1ccc([C@]23Cc4cc(C#N)ccc4C(O2)c2c(c4ccc(OC)cc4oc2=O)O3)cc1	1.7%[1.84 µM]	nt	-5.7%[11.5 µM]	?	-2.6%[11.5 µM]	-8.4%[10 µM]	-5.9%[10 µM]	-0.6%[11.5 µM]	2.9%[9.22 µM]	-6.8%[1.84 µM]	nt
COc1cc(CNCc2ccccn2)ccc1OCc1c(Cl)cccc1Cl	-0.3%	?	-5.8%	-0.1%	1.4%	20µM*	14.1µM*	1.6%	-6.9%	0.0%	-15.8
CCNc1nc(NCC)n2c(SCC(=O)Nc3c(C)cccc3C)nnc2n1	2.0%	18.3%	nt	nt	1.1%	nt	nt	nt	-1.5%	-3.3%	-2.7
O=C(NC1CCCCC1)C1CCC(CNS(=O)(=O)c2cccc3nsnc23)CC1 (stereo not given)	-3.6%	1.2%	7.4%	13.7%	1.0%	7.2%	-21.4%	-0.5%	-0.7%	0.3%	3.5
COC(=O)COn1c(SCC(=O)OC)nc2ccccc2c1=O	-6.4%	-13.9%	-15.7%	-8.1%	4.7%	-7.3%	0.7%	5.3%	18.8%	2.0%	-21.7
COc1ccc(S(=O)(=O)Cc2ccc(C(=O)N3CCN(c4ccccn4)CC3)o2)cc1	-7.1%	?	-7.2%	-13.6%	9.8%	1.0%	-0.6%	1.4%	0.8%	1.1%	9.1
Cc1cc2c(=O)n(CC(=O)N3CCN(c4ccc(F)cc4)CC3)cnc2s1	-13.6%	1.6%	3.8%	19.8%	6.9%	-4.9%	-0.4%	-6.8%	-1.9%	-1.0%	-9.6
CCn1c(NC(=O)c2cccc(Cn3cc(Cl)cn3)c2)nc2ccccc21	-2.1%	?	?	?	1.2%	2µM*	2.82µM*	5.4%	12.7%	7.2%	-7.3
Cn1c(C(=O)N2CCCC(C(=O)NCCCSC3CCCCC3)C2)cc2sccc21 (stereo not given)	-3.1%	?	-7.9%	?	4.9%	?	-7.0%	-2.4%	25.5%	-2.3%	-3.4
COc1ccc(N=Nc2c(-c3ccc(OC)cc3)[nH]oc2=O)cc1	-2.5%	-3.3%	-0.5%	-2.8%	-0.5%	?	?	1.6%	-1.1%	-2.8%	-11.4
CC1=NCCN1S(=O)(=O)c1cc([N+](=O)[O-])ccc1Cl	-16.2%	-7.0%	?	-2.5%	-1.1%	-9.7%	-1.6%	-1.0%	-1.7%	-3.8%	11.0
Cc1ccccc1OCC(=O)OCC(=O)Nc1cc(S(=O)(=O)N2CCCCC2)ccc1Cl	-0.6%	8.5%	nt	nt	-2.5%	nt	nt	nt	8.6%	-3.0%	1.3
O=C(CSc1nccn1Cc1ccccc1)Nc1ccccc1	8.0%	?	-1.3%	nt	-5.4%	8.9%	-44.3%	11.2%	-2.5%	7.1%	-6.9
COc1ccc(C(=O)c2ccc(Br)cc2)c2ccccc12	-3.7%	-2.4%	-9.4%	-8.5%	-19.5%	-12.4%	-19.9%	-6.0%	1.2%	-2.0%	-6.2
Cc1ccccc1-c1nc(CS(=O)(=O)CC(=O)Nc2cc(F)ccc2F)c(C)o1	-4.6%	-27.0%	-2.1%	-9.5%	1.7%	3.6%	-26.6%	-1.7%	13.9%	-3.0%	-8.7
C=CCOc1ccc(CNCc2cccnc2)cc1OCC	0.4%	7.9%	3.2%	-11.3%	1.4%	nt	nt	-0.3%	0.2%	-6.1%	12.8
COc1ccc(C(=O)Nc2ccc(Cl)c(S(=O)(=O)Nc3ccccc3OC)c2)cc1	-26.8%	?	-1.4%	?	?	?	6.3%	1.7%	?	-13.0%	-9.0
Cc1ccc(NCCC(=O)c2cccs2)cc1Cl	1.4%	?	2.3%	13.6%	?	-13.4%	-12.1%	-3.9%	6.3%	8.5%	-36.6
COc1ccc2c(c1)nc(SCC(C)O)n2C (stereo not given)	5.0%	?	nt	6.6%	?	-15.0%	15.9%[10 µM]	-8.7%	0.2%	-1.3%	7.7
COCCn1c(SCC(=O)NCc2ccco2)nnc1-c1c[nH]c2ccccc12	-5.6%	4.6%	?	-1.9%	-1.5%	1.6%	-16.1%	0.2%	-5.4%	2.6%	1.2
Cc1cccc(N(Cc2ccccc2)C(=O)CN2C(=O)NC3(CCCC3)C2=O)c1	-2.3%	-2.6%	nt	nt	3.8%	nt	nt	nt	1.3%	-2.1%	-17.4
Cc1c(Cl)cccc1NC(=O)c1cc(C2CC2)on1	3.55µM*	?	2.5%	3.1%[11.7 µM]	19µM*	17.8%	?	0.5%	2.5%	?	-3.6
O=C(CNc1ccccc1)N/N=C/c1ccc2c(c1)OCCO2	0.2%	?	-1.9%	15.0%	9.53µM*	-6.6%	?	-7.3%	-12.9%	1.6%	-4.8

Screens (PubChem BioAssay)
